HIV peptide binding: inhibitors of HIV fusion peptide binding, primary screen, biochemical, uHTS, fluorescence dequenching (AID 1986); cell-free peptide binding, fluorescence dequenching, 30 min; higher % means a stronger effect; inhibition, % at 20 µM, or IC50 in µM where a hit was titrated; actives 0.3% (n = 290,000); in the data active = inhibition mostly above about 52%, no sharp cut-off; inactive = mostly below about 76%; note: some results filed as inactive read as strong as hits
Large T inhibition: TAg ATPase/helicase activity blockers – biochemical (AID 1903); one-dose inhibition, % at 20 µM; IC50 in µM for titrated hits; actives 0.39% (n = 310,000); SV40 large T antigen ATPase/helicase inhibition assay; higher % means a stronger effect; in the data active = a potency from the dose series; inconclusive = inhibition mostly from about 32% at the one dose, without a potency; inactive = the rest, 99 in 100 with inhibition below about 32%; note: strong numbers were not always called active
NS5 inhibitors: Dengue-2 NS5 methyltransferase inhibitors, primary screen, biochemical, confirmation dose response (AID 588689) | Dengue-2 NS5 methyltransferase capping enzyme assay, biochemical; higher % means a stronger effect | actives 0.3% (n = 340,000) | one-dose inhibition, % at 25 µM; IC50 in µM for titrated hits; in the data active = a potency from the dose series; inconclusive = inhibition above about 29% without an active follow-up result
GPR35 antagonists: GPR35 antagonists blocking zaprinast-driven arrestin recruitment, primary screen, imaging, U2OS, beta-arrestin-GFP, zaprinast agonist (AID 2058); one-dose inhibition, % at 10 µM; IC50 in µM for titrated hits; actives 0.052% (n = 290,000); U2OS GPR35 beta-arrestin-GFP translocation imaging, zaprinast antagonism; higher % means a stronger effect;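 active = inhibition of at least 50% with at least 30 cells and total cytoplasm GFP at most 10,000,000; inconclusive = under 30 cells or total GFP of 10,000,000 plus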
GPR55 antagonists: inhibition of LPI-stimulated GPR55 beta-arrestin translocation – imaging, U2OS, beta-arrestin-GFP, LPI agonist, primary screen (AID 2013). U2OS GPR55 beta-arrestin-GFP translocation imaging, LPI antagonism; higher % means a stronger effect. one-dose inhibition, % at 10 µM; IC50 in µM for titrated hits. actives 0.13% (n = 290,000);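 active = spots per cell inhibited over 60%, with over 100 cells counted and total cytoplasm intensity under 500,000; inconclusive = wells with under 100 cells, flagged as likely toxic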;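 note: U2OS cells stably carrying GPR55 and arrestin-GFP stimulated by 5 µM LPI near EC80; imaged beta-arrestin-GFP aggregate spots per cell after agonist stimulation; plate controls were LPI-stimulated DMSO wells for no effect and DMSO wells without LPI for full effect; some results filed as inactive read as strong as hits; confirmed hits need IC50 under 10 µM and bright autofluorescent wells are also inconclusive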
PhoP inhibition: inhibitors of PhoP regulon expression, primary screen, Salmonella Typhimurium, GFP reporter (AID 1863); S. Typhimurium PhoP-regulated promoter GFP reporter, 4 h; higher % means a stronger effect; inhibition, % at 50 µM; hits with a dose series show IC50 in µM; actives 0.16% (n = 300,000);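 active = inhibition over 29.93%, a cutoff 3 SD above the screen mean, later confirmed by dose response; inconclusive = inhibition over 29.93% but no dose response follow-up; inactive = inhibition at most 29.93% or unconfirmed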;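 note: 0% = low Mg2+ inducing control and 100% = high Mg2+ repressing control; strong numbers were not always called active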
MgcRacGAP inhibition: MgcRacGAP GTPase-activating activity inhibitors, confirmation, biochemical, ADP Hunter fluorescence; MgcRacGAP-stimulated Rac1 GTP hydrolysis, ADP Hunter fluorescence; higher % means a stronger effect; GST-tagged Rac1 F28L mutant substrate; inhibition, % at 30 µM; hits with a dose series show IC50 in µM; actives 0.6% (n = 340,000); AID 624330;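 active = first-screen hits whose inhibition reached a set limit at any dose in the follow-up dose series; inconclusive = inhibition above the set first-screen limit but never retested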;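 note: fluorescence reports GDP produced by GAP-driven GTP hydrolysis; strong numbers were not always called active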
RSV antiviral HEp-2: inhibition of RSV-induced cytopathic effect – HEp-2 cells, primary 10 µM value included (AID 2391). HEp-2 cells, RSV-induced CPE inhibition; higher % means a stronger effect. one-dose CPE inhibition, % at 10 µM; IC50 in µM for titrated hits. actives 0.13% (n = 310,000); in the data active = a potency from the dose series; inconclusive = CPE inhibition mostly from about 23% at the one dose, without a potency; inactive = the rest, 99 in 100 with CPE inhibition below about 21%; note: strong numbers were not always called active
UTI89 phage lysis: inhibition of K1F phage lysis, E. coli UTI89, bacterial capsule biogenesis inhibitors, alamar blue (AID 488966). E. coli UTI89 K1F phage lysis, alamar blue, 2 h; higher % means a stronger effect. inhibition, % at 100 µM, or IC50 in µM where a hit was titrated. actives 0.02% (n = 340,000);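 active = phage lysis inhibition, versus mean bacterial control, above a set limit; inconclusive = no clear call, values can overlap the other calls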;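 note: capsule biogenesis inhibitors block K1F phage lysis so surviving cells raise fluorescence; higher fluorescence means more inhibition of phage lysis; actives were called in the ten point dose series up to 300 µM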
NS5 inhibitors pilot replicate: also measured in NS5 inhibitors; calls as there; inhibition, %; measured here: pilot screen replicate inhibition
An asterisk follows results filed as active; ? = inconclusive; nt = no result given; & = joins results of further samples; [ ] = dose if it differs, or a comment.

SMILES	HIV peptide binding	Large T inhibition	NS5 inhibitors	GPR35 antagonists	GPR55 antagonists	PhoP inhibition	MgcRacGAP inhibition	RSV antiviral HEp-2	UTI89 phage lysis	others
O=C(NCCc1c[nH]c2ccc(Cl)cc12)c1cccnc1	-1.9%	3%	-2%	5%	3%	-8%	-8%	11%	2.5%
CCOC(=O)C1CCN(C(=O)c2cc(S(=O)(=O)N(C)C)ccc2N2CCCC2)CC1	-0.5%	21%	-5%	-9%	19%	3%	4%	1.0%	0.8%
CCC(C)[C@H](N)c1nnc(SCC(=O)Nc2ccc(C)cc2C)o1 (some centres undefined)	-0.9%	11%	-4%	14%	10%	-10%	8%	0.5%	0.5%
Cc1ccc(NC(=O)Cn2nc(C)c3ccccc3c2=O)cc1	4.8%	13%	-1%	4%	-6%	-2%	14%	0.0%	0.9%
O=[N+]([O-])c1cccc(-c2nnc(-c3ccccc3F)o2)c1	0.2%	12%	1%	-9%	5%	-3%	12%	2.0%	0.3%
CC1(C)C(=O)OC(c2ccccc2)C(C)(C)C1=O (centres undefined)	-0.8%	4%	10%	8%	11%	-4%	-4%	0.6%	-1.4%
OCc1nc2ccccc2n1CCCOc1ccc(Br)cc1	-0.3%	11%	-1%	-11%	-17%	1%	0%	19%	-0.9%
O=C(c1ccccc1C(=O)N1CCN(c2ccccc2)CC1)N1CCN(c2ccccc2)CC1	81%	4%	?	6%	-6%	-27%	-4%	6.3%	-1.0%
Cc1c(N2C(=O)CSC2=S)c(=O)n(-c2ccccc2)n1C	-0.7%	33%	-10%	7%	2%	-5%	4%	0.2%	2.1%
CNC[C@H](CC1CCCCC1)NC[C@H](Cc1ccccc1)NCCC12CC3CC(CC(C3)C1)C2	1.7%	19%	-3%	51%	?	18µM*	10%	-4.6%	-2.8%
COC(=O)c1ccc(Cn2nc(C)c(Cl)c2C)o1	0.2%	8%	3%	7%	-16%	-6%	11%	2.0%	2.9%
c1csc(CNc2ccc3c(c2)OCCO3)c1	68%	8%	-2%	2%	7%	4%	46µM*	2.1%	1.3%[50 µM]

The list goes on; it opens with the 2 that closed the last part.
SMILES	HIV peptide binding	Large T inhibition	NS5 inhibitors	GPR35 antagonists	GPR55 antagonists	PhoP inhibition	MgcRacGAP inhibition	RSV antiviral HEp-2	UTI89 phage lysis	others
COC(=O)c1ccc(Cn2nc(C)c(Cl)c2C)o1	0.2%	8%	3%	7%	-16%	-6%	11%	2.0%	2.9%
c1csc(CNc2ccc3c(c2)OCCO3)c1	68%	8%	-2%	2%	7%	4%	46µM*	2.1%	1.3%[50 µM]
CC(=O)c1cccc(NS(=O)(=O)c2ccc3c(c2)N(C(C)=O)CCO3)c1	0.3%	8%	-15%	7%	-9%	0%	7%	8.3%	1.6%
Cc1ccc(OCC(=O)Nc2ccccc2C(=O)N2CCCC2)cc1	-0.6%	5%	-1%	28%	-4%	1%	1%	-0.7%	0.6%[50 µM]
O=C(CN(c1ccccc1)S(=O)(=O)c1ccccc1)NCCSCc1ccco1	-3.3%	13%	-2%	-8%	4%	-4%	8%	-1.3%	5.2%
O=C(NCc1ccccc1)C(=O)NCC1OCCN1S(=O)(=O)c1ccc([N+](=O)[O-])cc1 (centres undefined)	1.2%	17%	-4%	9%	14%	-10%	4%	-0.6%	-0.2%
Cc1cc(C)n(C(=O)CCCCCC(=O)n2nc(C)cc2C)n1	0.8%	0%	-14%	-5%	-6%	2%	3%	-0.3%	0.9%
Cn1c(N/N=C2\CCCc3ccccc32)nc2c1c(=O)n(Cc1ccc(F)cc1)c(=O)n2C	-5.4%	-3%	-9%	3%	0%	-2%	5%	nt	0.9%[50 µM]
O=C1CC(N(O)c2ccccc2)C(=O)N1c1cc(Cl)cc(Cl)c1 (centres undefined)	-3.7%	?	-14%	-3%	3%	-9%	9%	0.4%	0.8%
CSc1ccc(CNCCCN(C)C)cc1	1.6%	8%	3%	-2%	6%	-14%	6%	-0.8%	-0.3%
CCCCn1c(N)c(N(CCOC)C(=O)c2ccc3c(c2)C(=O)N(c2cc(C)ccc2C)C3=O)c(=O)[nH]c1=O	-0.1%	16%	-5%	-10%	16%	-6%	12%	1.1%	-0.7%[50 µM]
CC(/C=N/NC(=O)c1cccnc1)=C\c1ccco1	4.9%	2%	5%	8%	-12%	8%	4%	0.1%	0.0%[50 µM]
COC(=O)c1ccc(C(c2c(C)[nH][nH]c2=O)c2c(C)[nH][nH]c2=O)cc1	0.2%	7%	-8%	6%	-2%	-3%	8%	-0.5%	0.3%
Cc1ccc(C)c(C(=O)CCC(=O)N2CCN(c3ncccn3)CC2)c1	0.6%	8%	-1%	6%	17%	1%	9%	1.2%	0.4%[50 µM]
CCN1CCN(Cc2ccc(NC(=O)c3cc(NC(=O)c4cncc(-c5ccc(C#N)cc5)c4)cc(OC)c3)cc2C(F)(F)F)CC1	72%	7%	-2%&-2%	16%	22%	-2%	18%&10%	-3.6%	0.9%
CSc1c(-c2ccccn2)c(N)nn1C(=O)C1CC1	-0.9%	5%	6%	2%	5%	-9%	8%	3.5%	-1.9%
Nc1ncc(Br)cc1S(=O)(=O)Nc1ccccc1F	2.2%	7%	-7%	0%	-3%	-3%	7%	1.8%	-3.4%
O=C(N/N=C/c1ccco1)c1cc(=O)[nH]c2ccccc12	-0.1%	6%	-7%	-4%	15%	-1%	0%	-0.2%	-0.1%
CC1CC(C)CN(C(=O)C2CCN(S(=O)(=O)c3c(Cl)cccc3Cl)CC2)C1 (centres undefined)	0.1%	13%	-7%	-5%	6%	1%	4%	0.3%	0.0%
Cc1cc(C)cc(N(C(=O)c2csnn2)C(C(=O)NC2CCCCC2)c2ccncc2)c1 (centres undefined)	0.6%	9%	-5%	8%	8%	0%	2%	2.2%	1.9%
O=C(CCCN1C(=O)/C(=C/c2ccco2)SC1=S)Nc1ccccc1C(=O)O	67%	?	80%	5%	-2%	-13%	?	-1.7%	1.8%
CCOC(=O)c1cc(-c2ccc3c(c2)OCO3)nc2onc(C)c12	0.1%	-6%	3%	-4%	22%	-2%	4%	2.3%	0.3%	NS5 inhibitors pilot replicate=-5.5
CCOC(=O)c1sc(NC(=O)C2=COCCO2)c(C#N)c1C	nt	12%	-1%	nt	nt	-5%	2%	-1.4%	1.2%[50 µM]
Cc1cccc(CS(=O)(=O)c2ncc(Cl)c(C(=O)Nc3ccc(F)cc3)n2)c1	-1.3%	7%	-72%	10%	2%	-5%	2%	-2.1%	0.1%
CCOc1ccc(N2C(=O)C3ON(c4ccccc4)C(c4cccs4)C3C2=O)cc1 (centres undefined)	-1.0%	16%	3%	16%	13%	2%	1%	-0.3%	-0.6%
Cc1cccn2c(=O)c3cc(C(=O)NCc4ccco4)c(=N)n(C(C)C)c3nc12	24%	15%	1%	-2%	46%	-14%	11%	-1.8%	1.1%
COc1ccc(C(=O)CSc2ccc(-c3ccco3)nn2)cc1	41%	7%	-10%	-19%	6%	7%	9%	3.0%	0.2%
O=C(Nc1ccc(Oc2ccc(Cl)cc2)c(Cl)c1)c1cc(I)cc(I)c1O	20µM*	5%	-4%	-1%	-17%	-2%	5%	-2.6%	0.4%
CCOC(=O)C1(C)NC(c2cccc(C)c2)C2C(=O)N(c3ccccc3)C(=O)C21 (centres undefined)	-0.9%	5%	-8%	13%	8%	3%	-9%	-0.9%	-0.3%
O=C1NN(c2ccccc2)C(=O)/C1=C/c1coc2ccccc2c1=O	33%	7%	16%	15%	0%	8%	?	0.4%	5.0%[50 µM]
O=c1c2ccccc2sc2ccc(NCCCN3CCOCC3)cc12	nt	22%	20%	nt	nt	-21%	5%	19%	4.7%
Cc1ccccc1C(=O)NC1CCN(CC(=O)NCc2cccs2)CC1	0.9%	3%	-8%	30%	0%	-1%	5%	-0.6%	0.0%
COC(=O)C1NN=C(C(=O)c2ccc(Cl)cc2)C1c1ccc(OC)cc1 (centres undefined)	0.7%	14%	-4%	-11%	-3%	7%	7%	4.1%	1.8%[50 µM]
O=C(Nc1ccccc1F)C1CCCN(S(=O)(=O)c2ccc(-n3cnnn3)cc2)C1 (centres undefined)	-0.1%	-10%	-7%	8%	-2%	1%	4%	0.5%	-0.2%
COc1ccc(CN2C(=O)c3cccnc3C2=O)cc1S(=O)(=O)N(C)Cc1ccco1	-1.0%	6%	6%	-9%	-6%	1%	10%	0.9%	5.5%
COc1cc(Br)c(-c2sc(Nc3ccccc3)n[n+]2-c2ccccc2)cc1OC	2.3%	14%	-19%	-2%	40%	5%	12%	4.7%	0.7%
CC(NS(=O)(=O)c1cccc(C(=O)NCc2ccncc2)c1)c1ccccc1 (centres undefined)	nt	nt	-4%	nt	nt	nt	10%	0.1%	-0.7%
CCOC(=O)c1nnn(-c2nonc2-n2cccc2)c1CCl	-0.9%	4%	-1%	26%	-11%	18%	4%	-5.2%	-0.1%
COc1ccc(CNc2c(C(=O)O)cnc3c2cnn3C)cc1	1.6%	11%	-4%	-2%	-3%	-9%	5%	-0.8%	-0.4%
CCOC(=O)N1CCN(C(=O)CSc2nnc(Cn3c(=O)sc4ccccc43)n2C)CC1	-1.9%	2%	-1%	-11%	16%	-6%	10%	1.9%	2.3%
N#Cc1nc(-c2ccc(Cl)cc2)oc1NCC1CCCO1 (centres undefined)	-0.5%	6%	6%	-1%	6%	1%	2%	12%	0.2%
O=C(NCCCN1CCOCC1)c1c(F)cccc1F	1.3%	2%	-6%	2%	34%	-7%	2%	1.3%	5.0%
N#Cc1nc(COc2ccc(Cl)cc2)oc1N1CCCCCC1	-0.7%	6%	-8%	-4%	45%	4%	6%	10%	1.0%
C=CCNC(=S)NNC(=O)c1csc(CC)c1	-2.1%	8%	-6%	6%	17%	19%	6%	18%	1.7%
O=C(C1=C[C@H](c2ccc(Br)cc2)C[C@H](OCCCCO)O1)N1CCN(Cc2ccccc2)CC1	3.7%	4%	0%	-14%	12%	-9%	9%	7.9%	-0.2%
CCCCC#Cc1ccc(C(=O)NNC(=O)Nc2cc(Cl)cc(Cl)c2)o1	1.5%	20%	-4%	5%	0%	-7%	6%	nt	0.6%
C=CCNC(=O)CN1c2cccc3cccc(c23)S1(=O)=O	-1.7%	2%	-2%	0%	1%	-12%	-2%	0.5%	1.0%

Compound activity from PubChem BioAssay.
